Bioassay records (PubChem BioAssay)
PostGolgi yeast: phenotypic screen on post-Golgi transport, primary screen; post-Golgi transport phenotypic cell assay; inhibition, % at 10 µM; 0.9% of 98,000 active;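 also: yeast cells grown in 1536-well plates; yeast grown about 18 h at 30C before absorbance read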
PostGolgi ctrl: growth inhibition of yeast control strain, primary screen, counter-screen for post-Golgi transport modulator project; efflux-deficient yeast background strain, growth absorbance A615, 16 h; inhibition, % at 10 µM; 5% of 98,000 active; AID 738, 2007
EphB4 ephrin blk: EphB4-ephrin-B2 interaction antagonists, primary screen, biochemical, TNYL-RAW peptide probe, fluorescence polarization; EphB4 LBD / TNYL-RAW-Alexa532 peptide; inhibition, % at 7 µM; 0.15% of 97,000 active; AID 720, 2007;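 active = inhibition above the screen-wide mean inhibition plus 3 SD, cut at about 15% in these data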;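 also: 0% = DMSO wells and 100% = excess unlabeled TNYL-RAW peptide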
LYP act: LYP phosphatase activators, primary screen, biochemical, DiFMUP fluorescence, 2 µM; Tyrosine-protein phosphatase non-receptor type 22 (Homo sapiens), Q9Y2R2; recombinant LYP; 0 = plate median, 100 = signal doubled; activation, % at 2 µM; 0.11% of 96,000 active; AID 697, 2007;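 active = activation at 2 µM above a set limit, the mean plus 5 SD, cut at about 37% in these data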
HIV Rev-RRE inh: HIV-1 Rev-RRE binding inhibitors, primary screen, biochemical, FRET, protein-RNA interaction. P05866. Rev peptide-RRE RNA binding. inhibition, % at 8 µM. 0.79% of 97,000 active. AID 704, 2007;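 active = inhibition above the screen-wide mean plus 3 SD, cut at about 35% in these data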;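 also: 0% = median DMSO wells and 100% = median Neomycin B control wells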
Target sequence (P05866 whole entry, looked up): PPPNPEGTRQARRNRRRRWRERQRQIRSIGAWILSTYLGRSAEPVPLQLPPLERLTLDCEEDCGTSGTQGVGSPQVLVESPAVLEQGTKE
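Test system: Cy5-tagged RRE RNA duplex with fluorescein-tagged Rev peptide | Read-out: % inhibition of FRET ratio versus controls | Probe or stimulus: Labelled Rev peptide | Incubation: 5 min RNA-compound premix plus 15 min binding step, 25 °C | Technique: FRET fluorescence readout | Benchmarks: DMSO low control, neomycin B high control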
S1P2 agonist: S1P2 receptor agonists, primary screen, cell-based; Sphingosine 1-phosphate receptor 2 (Homo sapiens), O95136; S1P2-expressing cell line, agonist reporter read-out; activation, % at 4.5 µM; 0.46% of 97,000 active; in the data active = activation above about 16%;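 also: 0% = vehicle low control and 100% = maximal reference agonist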
Target sequence (O95136 whole entry, looked up): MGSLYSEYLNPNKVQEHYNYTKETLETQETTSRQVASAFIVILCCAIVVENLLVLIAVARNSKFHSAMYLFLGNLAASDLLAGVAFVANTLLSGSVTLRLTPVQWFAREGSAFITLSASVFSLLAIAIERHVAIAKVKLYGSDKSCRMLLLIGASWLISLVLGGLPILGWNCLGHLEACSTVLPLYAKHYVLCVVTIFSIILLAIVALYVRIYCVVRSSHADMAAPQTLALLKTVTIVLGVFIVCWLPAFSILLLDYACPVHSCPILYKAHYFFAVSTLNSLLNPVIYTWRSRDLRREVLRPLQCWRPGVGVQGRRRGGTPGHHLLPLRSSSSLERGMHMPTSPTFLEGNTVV
S1P2 blocker: human S1P2 receptor antagonists, primary screen, cell-based; cell-based S1P2 antagonist assay, inhibition at 5 uM; 0.21% of 97,000 active; inhibition, % at 5 µM; in the data active = inhibition above about 45%;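 also: CRE beta-lactamase reporter cells expressing human S1P2 stimulated with S1P; 0% = agonist at EC80 alone and 100% = agonist plus reference antagonist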
FAK inh: FAK kinase inhibitors, primary screen, biochemical. biochemical FAK kinase activity assay. Focal adhesion kinase 1 (Homo sapiens), Q05397. AID 727, 2007. 0.84% of 97,000 active. inhibition, %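 (tested at 7 µM)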; in the data active = inhibition above about 19%;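 also: 0% = DMSO and 100% = reference compound high control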
LYP inh 2: PTPN22 phosphatase inhibitors, primary screen, biochemical, DiFMUP fluorescence, 2 µM | Tyrosine-protein phosphatase non-receptor type 22 (Homo sapiens), Q9Y2R2 | recombinant LYP catalytic domain | inhibition, % at 2 µM | 0.21% of 96,000 active | AID 640, 2007;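 active = inhibition at 2 µM at or above a set limit, the screen mean plus 3 SD, cut at about 24% in these data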;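 also: 0% = DMSO with enzyme and 100% = enzyme fully blocked by orthovanadate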
Active calls of the source: *; · = not tested or not shown. Rule as the data show it, unless noted: active = inhibition above about 30%; inactive = the rest. Rows were taken by chance. About 7% of those tested had a hit in this group.

SMILES | PostGolgi yeast | PostGolgi ctrl | EphB4 ephrin blk | LYP act | HIV Rev-RRE inh | S1P2 agonist | S1P2 blocker | FAK inh | LYP inh 2
Cc1cccc(OCCOCCSc2ncccn2)c1 | -3 | 6 | -6 | -2 | 3 | 2 | 3 | -2 | 0
O=C(Nc1nc2ccccc2[nH]1)c1ccccc1F | 7 | 3 | 0 | -12 | 4 | -7 | 7 | 3 | 10
CCC(CC)C(=O)NCCNC(=O)C(CC)CC | 12 | -1 | 2 | 4 | -2 | -3 | -9 | -2 | -6
CCOC(=O)CC(=O)Nc1nc2ccccc2s1 | -10 | -5 | -9 | 32 | 3 | -4 | 18 | 6 | -36
CCCCn1nc2cc(C(=O)NCCc3ccc(C)cc3)ccc2c1OCC | 4 | 14 | -3 | -1 | 7 | -14 | 11 | 0 | 4
Cc1nc(SCC(=O)Nc2c(C)n(C)n(-c3ccccc3)c2=O)nc(C)c1C | -22 | 4 | -7 | 6 | 1 | -2 | 5 | 1 | -10
Cc1ccc(-c2cc(C(=O)N3CCCC3)no2)cc1 | -1 | -2 | -5 | 10 | 6 | 2 | 7 | 0 | -12
Cc1ccc2c(CN3CCN(S(=O)(=O)c4ccc5c(c4)OCCO5)CC3)cc(=O)oc2c1C | -9 | 25 | -8 | -18 | 3 | -4 | 1 | -2 | 16
CCOC(=O)c1ccccc1NC(=O)c1ccccc1NS(C)(=O)=O | -2 | 12 | -7 | 7 | 10 | -5 | -16 | -2 | -6
CC1CCC2(CC1)NC(=O)N(Cc1nc(-c3ccccc3)no1)C2=O (stereo not drawn) | 0 | 1 | 1 | -8 | 8 | -6 | 9 | 1 | 9
CC(=O)N1CCc2cc(S(=O)(=O)NCCN3CCC(C)CC3)ccc21 | -1 | 2 | -1 | 6 | 3 | -4 | -32 | 0 | -4
O=C(c1ccc(CNc2c(NC3CCCCC3)c(=O)c2=O)cc1)N1CCc2ccccc21 | 2 | 1 | 0 | -18 | 13 | -4 | 16 | -3 | 16
OC(COCC1COc2ccccc2O1)CN1CCc2ccccc2C1 (stereo not drawn) | -3 | 5 | 6 | -3 | 7 | -2 | 13 | 10 | 0
Cn1c(-n2c(CCCN3C(=O)c4ccccc4C3=O)nc3ccccc3c2=O)nc2ccccc21 | 3 | 19 | -5 | -3 | 7 | -6 | -18 | 3 | 3
O=C1Cc2ccccc2C(=O)N1CCc1ccccc1 | -8 | -5 | -2 | 7 | 10 | -5 | 1 | 40* | -8
C=C(C)c1cccc(C(C)(C)NC(=O)N2CCN(C/C=C/c3ccccc3)CC2)c1 | 2 | 6 | 9 | -3 | 1 | -6 | -3 | 1 | 5
COc1ccc(C)cc1NC(=O)CSc1nnc(-c2ccccn2)n1Cc1ccco1 | -1 | 21 | 3 | -2 | 9 | -13 | 5 | 8 | 0
CC(C)c1cccc(C(C)C)c1OCCCCN1CCCC1 | 5 | 2 | -2 | -4 | 6 | 1 | -9 | 2 | 4
Cc1cccc(CN2CCN(CC(=O)O)C2=O)c1 | -10 | -7 | -2 | -8 | 10 | -5 | 12 | 2 | 5
O=C(O)C1C2C=CC(C2)C1C(=O)NCCc1cccc(Cl)c1 (stereo not drawn) | 3 | 13 | 3 | -3 | 8 | -7 | 2 | -6 | 1
COc1ccc(CC(=O)Nc2cc(=O)n(C)c(=O)n2C)cc1 | 3 | 22 | 7 | 3 | 9 | -8 | 0 | 7 | -7
Cc1ccc2oc3c(c(=O)c2c1)C(c1cccc(Br)c1)N(Cc1ccco1)C3=O (stereo not drawn) | -3 | 42* | -6 | -3 | 4 | -7 | -2 | -1 | 3
O=C(c1cccs1)n1cc(C(=S)N2CCOCC2)c2ccccc21 | 10 | 18 | 2 | 3 | -4 | -2 | -19 | 2 | 0
C/C(=N\NC(=O)c1cccc(Cl)c1)c1cccc(NC(=O)c2ccco2)c1 | 10 | -7 | -1 | -10 | 3 | -7 | 22 | 2 | 13

4 entries from above, arranged by the number in S1P2 blocker, high to low:
Compound,S1P2 blocker
C/C(=N\NC(=O)c1cccc(Cl)c1)c1cccc(NC(=O)c2ccco2)c1,22
COc1ccc(CC(=O)Nc2cc(=O)n(C)c(=O)n2C)cc1,0
Cc1ccc2oc3c(c(=O)c2c1)C(c1cccc(Br)c1)N(Cc1ccco1)C3=O (stereo not drawn),-2
Cn1c(-n2c(CCCN3C(=O)c4ccccc4C3=O)nc3ccccc3c2=O)nc2ccccc21,-18

The list continues.
SMILES | PostGolgi yeast | PostGolgi ctrl | EphB4 ephrin blk | LYP act | HIV Rev-RRE inh | S1P2 agonist | S1P2 blocker | FAK inh | LYP inh 2
NC(=S)N/N=C/c1ccccc1OCc1cccc(Cl)c1 | 2 | 11 | 3 | 1 | 1 | -6 | -8 | -9 | 4
CCn1nc(NC(=O)c2ccncc2)c2cc3ccccc3nc21 | -2 | 9 | -2 | 2 | 2 | 2 | -15 | 0 | -2
CC(C)CNC(=O)c1cccc(NC(=O)C2CCCO2)c1 (stereo not drawn) | 1 | -6 | 3 | 3 | 8 | -7 | -11 | 0 | -6
CCCCOCCCNC(=O)N[C@@H](CCSC)C(=O)OC | -27 | 4 | -3 | -6 | 5 | -6 | 8 | -3 | 4
O=C1CC(c2ccccc2)CC2=C1CN(C1CCCCC1)CN2 (stereo not drawn) | 4 | 4 | 10 | 2 | 4 | -6 | 16 | 2 | -6
Cc1ccccc1S(=O)(=O)Cc1ccc(C(=O)NCCCOC(C)C)o1 | -3 | 0 | 2 | 0 | 5 | -9 | 4 | 1 | -2
CC1CCOC2(O1)C(=O)N(CN1CCN(c3cccc(Cl)c3)CC1)c1ccccc12 (stereo not drawn) | 13 | 7 | -13 | 14 | 4 | -5 | -9 | -2 | -12
CC(Oc1ccc(Cl)cc1Cl)c1nc(-c2ccc(NC(=O)c3cccnc3)cc2)no1 (stereo not drawn) | 10 | 5 | 4 | -2 | 12 | -6 | -8 | 2 | 2
C/C(=C/c1oc2ccc(O)cc2c1[N+](=O)[O-])N(C)C | -2 | -2 | 1 | 3 | 10 | -1 | 0 | 1 | -1
O=C(c1ccc(CN2CCOCC2)cc1)N1CCC(Cc2ccccc2)CC1 | -3 | 4 | -11 | 12 | -1 | -8 | 9 | 0 | -15
Nc1cc(N)nc(SCC(=O)NNC(=O)c2ccc(Cl)cc2)n1 | 0 | 8 | -2 | 2 | 3 | -6 | -10 | 2 | 2
CC(=O)c1ccc(NC(=O)c2ccn[nH]2)cc1 | 4 | 0 | -3 | -4 | 11 | -4 | 12 | 4 | 0

Reprinted from the part before: 2 compounds; new compounds follow.
SMILES | PostGolgi yeast | PostGolgi ctrl | EphB4 ephrin blk | LYP act | HIV Rev-RRE inh | S1P2 agonist | S1P2 blocker | FAK inh | LYP inh 2
Nc1cc(N)nc(SCC(=O)NNC(=O)c2ccc(Cl)cc2)n1 | 0 | 8 | -2 | 2 | 3 | -6 | -10 | 2 | 2
CC(=O)c1ccc(NC(=O)c2ccn[nH]2)cc1 | 4 | 0 | -3 | -4 | 11 | -4 | 12 | 4 | 0
CCc1ccc(C2C3=C(CC(C)(C)CC3=O)Nc3c2c(=O)[nH]c2nc(C)nn32)cc1 (stereo not drawn) | 7 | 15 | -11 | 9 | -1 | -2 | 7 | -3 | -13
CCOC(=O)N1CCN(S(=O)(=O)c2ccc(C)cc2)C1c1ccc(OC)cc1 (stereo not drawn) | -9 | 26 | 2 | 1 | 13 | 4 | -11 | 1 | -4
CC1(C)Cc2ccccc2/C(=C/C(=O)N2CCCCCC2)N1 | 5 | 21 | -6 | 0 | 2 | -5 | -3 | 0 | 3
COc1ccc(C(=O)OC(C(=O)c2ccc(C)cc2)c2ccccc2)cc1 (stereo not drawn) | -4 | 11 | -3 | 2 | 9 | -7 | 5 | -8 | 2
CCOC(=O)c1c(N)sc2c(O)c(Br)ccc12 | 12 | 49* | 14 | -6 | 6 | -8 | 1 | 19* | 3
Cc1ccc(-n2c(C)cc(/C=N/Nc3ccc([N+](=O)[O-])cn3)c2C)cc1 | -3 | 3 | 3 | 4 | 16 | -3 | 7 | 4 | -1
CSc1cc(/C=N/O)c(SC)s1 | 27 | 14 | 9 | 1 | 4 | -7 | 13 | 7 | -2
Cc1cc(C(=O)NCc2cccnc2)cs1 | -5 | 9 | 1 | 4 | 10 | -1 | -10 | 4 | -9
O=C(NCc1cccnc1)C(C(=O)c1ccc(F)cc1)n1ccccc1=O (stereo not drawn) | -1 | 2 | -1 | -5 | 10 | -2 | 8 | -8 | 8
CN1c2ccccc2C(C)(C)C12CCCC(=O)N2 (stereo not drawn) | 0 | 2 | 0 | -8 | 9 | -4 | 18 | 4 | 5
CC(OC(=O)c1snc(C(=O)NC2CCCCC2)c1N)C(=O)NC(C)(C)C (stereo not drawn) | · | · | 6 | -2 | 6 | -5 | -1 | 1 | 2
COCCCN1C(=O)C(=O)/C(=C(/O)c2ccccc2)C1c1ccc(N(C)C)cc1 (stereo not drawn) | 9 | 3 | 5 | -3 | -2 | -6 | 14 | 2 | 0
O=C(Cc1cn2ccsc2n1)OCc1ccccc1 | 0 | -6 | -9 | -9 | 3 | -2 | 8 | -2 | 8
COc1ccc(-c2cc(C(=O)O)c3c(C)nn(-c4ccccn4)c3n2)cc1 | 16 | 8 | 6 | 2 | 11 | -9 | -6 | -5 | 1
O=C(N1CCOCC1)N1CCN(C(c2ccccc2)c2ccccc2)CC1 | 13 | 23 | -5 | 1 | 3 | -1 | -15 | 2 | -4
NC(=O)C1(N2CCCCC2)CCN(C(=O)NC23CC4CC(CC(C4)C2)C3)CC1 | -2 | -10 | 0 | -4 | 5 | -2 | -12 | -1 | 1
CCN(CC)S(=O)(=O)c1cc(C(=O)Nc2cccnc2)ccc1Cl | -4 | 6 | 2 | -7 | 10 | -1 | 14 | -1 | 10
CCOC(=O)CCSCC(=O)Nc1cc(C)on1 | 4 | 6 | 4 | 0 | 3 | -10 | 4 | -3 | 1
COc1ccc(C2=NOC(C(=O)NCCCn3ccnc3)C2)cc1 (stereo not drawn) | 11 | 16 | -1 | 4 | 4 | -4 | 4 | -1 | -5
O=C(CCN1C(=O)COc2ccccc21)NCCCN1CCN(c2ccccc2F)CC1 | 4 | 3 | -1 | 3 | -2 | -3 | 15 | -1 | -5
O=C1C(=O)N(CCN2CCOCC2)C(c2ccccn2)/C1=C(/O)c1ccccc1 (stereo not drawn) | -1 | 1 | -4 | -5 | 9 | -1 | 0 | -7 | 3
c1ccc2c(c1)nc1n2CCS1 | -5 | 8 | -4 | -1 | 1 | -3 | -26 | 4 | 2
CCOc1cc(C)cc2oc(=O)cc(-c3ccccc3)c12 | 21 | 32* | -1 | 3 | 13 | 4 | -17 | 0 | -7
c1ccc(CSc2nnnn2-c2cccc3ccccc23)nc1 | -2 | 17 | 2 | -4 | 3 | -5 | 12 | 5 | 4
COc1ccccc1N1CCN(C/C(O)=C(\C#N)c2nc(-c3ccccc3)cs2)CC1 | -3 | -10 | 2 | -5 | 0 | 0 | -9 | -5 | 8
CC(C)CC1CC(=O)OC1(C)C(=O)CSc1nc2ccccc2s1 (stereo not drawn) | -4 | 30 | 8 | 5 | 14 | -5 | 10 | 0 | -3
CC(C)CC(NC(=O)c1ccc(Cl)cc1)C(=O)O (stereo not drawn) | -5 | 7 | 4 | 3 | 4 | -1 | -6 | -1 | -5
O=C(NCC(=O)N(Cc1ccco1)C(C(=O)NC1CCCCC1)c1cccnc1)c1cccs1 (stereo not drawn) | -3 | 29 | -2 | -2 | 1 | 0 | -1 | 0 | 1
